D2 agonist – D2 dopamine receptor (human) agonism; 340,000 tested, 0.53% active; AID 485358; activation, % at 2 µM; HEK293 T-REx D2 cells, calcium flux agonist mode; P14416;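 active = activation over 3 SD above normal in the single-dose calcium agonist read, cut at about 30% in these data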; also: 0% is about no effect
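HEK293 Trex D2 cells, tetracycline-induced, o/n 30 C 5% CO2; no-wash Ca dye, RT 30–90 min; 10-cycle baseline, 23 nl cpd added, kinetic Ca read 180 s; agonist hits = positive Ca response.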
TRHR enhancer – allosteric enhancers of human TRH receptor; P34981; TRHR cells, fluo-8 calcium fluorescence, EC20 TRH enhancement; enhancement, % at 2 µM; 360,000 tested, 0.66% active; AID 493056; in the data active = enhancement above about 30%; also: 0% is about no effect
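Enhancer read-out: after compound pinning and an initial kinetic agonist-mode read, an EC20 of TRH (10 nM final) was injected and fluo-8 calcium signal (Ex 480/Em 530) followed at 1 s/cycle for 100 cycles in TRHR-expressing cells.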
TRHR ag – activates the human TRH receptor | activation, % at 2 µM | TRHR cells, calcium flux fluo-8, FDSS agonist mode | 360,000 tested, 0.18% active; in the data active = activation above about 30%; also: 0% is about no effect
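Agonist-mode FDSS calcium read (Ex 480/Em 530, 1 s cycles) in 1536-well TRHR cells with fluo-8 dye, after 10-cycle baseline and 23 nL compound addition; TRH at EC20 (10 nM final) added afterwards for the enhancer phase.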
D2 antagonist – antagonists of human D2 dopamine receptor; P14416; AID 485344; 340,000 tested, 2% active; inhibition, % at 10 µM; HEK293 TREx D2 cells, calcium flux, dopamine EC80; in the data active = inhibition above about 30%; also: 0% is about no effect
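HEK293 T-REx D2 cells, tet-induced, calcium dye no-wash. Cpd pintool add, 180 s kinetic, then EC80 DA, 180 s kinetic. Ca flux read.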
TrxR1 inh – blocks rat thioredoxin reductase 1; O89049; recombinant rTrxR1, NADPH fluorescence consumption, selenite substrate; Potency, µM (doses to about 114 µM), inactives show at the highest dose activity change, negative = inhibition, most hits filed as inhibitors; 390,000 tested, 1% active; also: potency is read from the fitted curve at half-maximal effect; % is scaled to controls: 0 for no effect and ±100 for the full control effect; nearly all actives have a fitted effect of over 65% in size
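Rat TrxR1 (90 nM in the dispensed reagent) was pre-reduced with 400 uM NADPH for 5 min at room temperature, then incubated with compound for 15 min. After 400 uM selenite was added, NADPH fluorescence (Ex 340/Em 450 nm) was followed for 8 min.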
TrxR1 substrate – rat thioredoxin reductase 1 substrate activity; O89049; purified TrxR1 substrate turnover, NADPH consumption readout; Potency, µM (top dose mostly 114 µM), for inactives: at the top dose activity change, negative = substrate turnover; 390,000 tested, 0.01% active; also: potency is read from the fitted curve at half-maximal effect; % is scaled to controls: 0 for no effect and ±100 for the full control effect; nearly all actives have a fitted effect of over 50% in size
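Rat TrxR1, dispensed at 90 nM, was prereduced with 400 uM NADPH (final) for 5 min at ~22 deg C, then incubated with compound 15 min before 400 uM selenite. A first-read NADPH fluorescence drop versus no-compound background flagged substrates.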
USP1 inh – USP1/UAF1 (human) deubiquitinase inhibition. O94782. recombinant USP1/UAF1, Ub-Rhodamine cleavage fluorescence. Potency, µM (doses to about 57.1 µM), for the others: at the highest dose activity change, negative = inhibition, actives largely listed as inhibitors. 390,000 tested, 0.23% active. AID 743255; also: potency is read from the fitted curve at half-maximal effect; % is scaled to controls: 0 for no effect and ±100 for the full control effect; nearly all actives have a fitted effect of over 60% in size; inactives centre near -12
Target sequence (O94782 whole entry, looked up): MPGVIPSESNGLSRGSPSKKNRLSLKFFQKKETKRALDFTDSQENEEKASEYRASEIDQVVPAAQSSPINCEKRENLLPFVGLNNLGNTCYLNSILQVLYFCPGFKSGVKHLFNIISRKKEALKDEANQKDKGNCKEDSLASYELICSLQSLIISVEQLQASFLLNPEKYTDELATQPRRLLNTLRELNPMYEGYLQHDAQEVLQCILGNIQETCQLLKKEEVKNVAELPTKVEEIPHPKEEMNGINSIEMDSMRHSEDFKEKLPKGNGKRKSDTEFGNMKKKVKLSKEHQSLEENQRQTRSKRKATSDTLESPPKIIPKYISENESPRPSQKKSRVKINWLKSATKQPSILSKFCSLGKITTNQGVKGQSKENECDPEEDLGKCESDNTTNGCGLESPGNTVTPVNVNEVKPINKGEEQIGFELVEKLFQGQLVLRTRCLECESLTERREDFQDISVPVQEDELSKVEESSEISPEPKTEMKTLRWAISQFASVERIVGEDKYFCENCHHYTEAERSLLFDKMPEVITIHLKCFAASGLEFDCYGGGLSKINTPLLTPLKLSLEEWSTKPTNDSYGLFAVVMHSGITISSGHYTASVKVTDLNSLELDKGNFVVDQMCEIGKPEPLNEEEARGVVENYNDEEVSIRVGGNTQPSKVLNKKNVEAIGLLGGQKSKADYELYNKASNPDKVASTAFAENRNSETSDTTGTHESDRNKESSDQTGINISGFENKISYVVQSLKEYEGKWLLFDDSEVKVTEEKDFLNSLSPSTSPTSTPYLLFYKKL
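Step one: compound is pinned into 1nM USP1/UAF1 in HEPES pH 7.8 buffer with TCEP. Step two: 15 min room-temperature incubation. Step three: Ub-Rho (150nM final) starts cleavage, tracked by fluorescence over six one-minute reads.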
IDH1 R132H inh – blocks human mutant IDH1 R132H enzyme. 390,000 tested, 0.093% active. IDH1-R132H enzyme, NADPH consumption, diaphorase/resazurin fluorescence. AID 602179. O75874. Potency, µM (highest dose often 76.6 µM), for the others: at the highest dose activity change, negative = inhibition, actives largely listed as inhibitors; also: potency is read from the fitted curve at half-maximal effect; % is scaled to controls: 0 for no effect and ±100 for the full control effect; nearly all actives have a fitted effect of over 65% in size
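IDH1-R132H (0.5 ug/mL dispensed) in pH 7.5 Tris buffer was preincubated 30 min with compound, then given a substrate mix of 0.016 mM NADPH and 2 mM alpha-KG for 80 min at room temperature; remaining NADPH was read by diaphorase/resazurin fluorescence.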
PI4K2A block – inhibitors of human PI4K2A. Q9BTU6. purified PI4K2A, ADP-Glo luminescence, 1 h; stronger effect = lower value. activity change, negative = inhibition, % at 76.9 µM. 420,000 tested, 0.13% active; in the data active = activity change below about -50%; inconclusive = mostly about -30% to -49%;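 also: -100% = wells without enzyme as full effect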
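Compounds are screened against recombinant PI4K2A using PI as substrate and ATP, the latter dispensed at 300 microM. Reactions run one hour at ambient temperature before ADP-Glo detection; full inhibition defined by wells lacking enzyme.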
An asterisk follows results filed as active; ? = inconclusive; . = no result given; & = joins results of further samples; [ ] = dose if it differs, or a comment. Unless noted, calls follow the shape of the dose curve; as a rule, active = well fitted inhibition curve with a large enough effect; inconclusive = small, poorly fitted or top-dose-only effect; inactive = no such curve, though single readings can be large or run the other way.

SMILES	D2 agonist	TRHR enhancer	TRHR ag	D2 antagonist	TrxR1 inh	TrxR1 substrate	USP1 inh	IDH1 R132H inh	PI4K2A block
COc1ccc(CCn2nnnc2C(c2ccc(Cl)cc2)N2CCN(C)CC2)cc1OC (stereo not given)	0.3	0	1.1	-2	17%[57.1 µM]	12%	-6%	-2%	-4
COc1ccc(CCNc2ncnc3cc(OC)c(OC)cc23)cc1OC	1.0	-1	0.4	-8	10%	1%	-23%	-1%	-1
COc1ccccc1C(=O)NS(=O)(=O)c1ccc(C)cc1	.	.	.	.	17%	-3%	-11%	3%	3
Cc1cc(C)cc(NC(=O)CN2CCCN(S(=O)(=O)c3ccc(Br)s3)CC2)c1	-0.3	-9	-0.1	-9	?	-9%	-18%	0%	-1
CCCCN1CCN=C1N(C)C	.	1	-0.3	.	-4%	-4%	-16%	0%	-2
Cc1cc(C)cc(NC(=O)CCC(=O)N2CCSc3ccccc32)c1	0.1&-0.2	2&-24	0.1&-0.1	-18	16%&6%	5%[57.1 µM]	-22%&-20%	2%&7%	-5&-5
O=C(COC(=O)CNC(=O)c1ccc(Cl)cc1)Nc1ccc(Cl)cc1C(F)(F)F	-0.9	-3	-0.5	7	-4%	-10%	-17%	3%	-1
NC(=O)c1ccccc1N/C=C/C(=O)c1ccc(Cl)cc1	-2.5	11	-0.6	-7	-4%	3%[57.1 µM]	2%	-3%	2
Cc1ccsc1C(=O)NCCc1c[nH]c2ccccc12	-0.6	10	-0.6	20	11%	-2%	-23%	-2%	3
NC(=O)Nc1ccc(C(=O)OCC(=O)Nc2sccc2C(N)=O)cc1	-1.0	-8	0.0	-17	-5%	-3%	-8%	-3%	3
O=C(NCc1ccc(Cl)cc1)c1ccc(CSCc2cccc(Cl)c2)o1	1.5	-4	3.5	.	22%[57.1 µM]	-5%[57.1 µM]	?	9%	-4
CC(C)CC(=O)Nc1ccc2oc(-c3ccncc3)nc2c1	0.8	-6	0.3	20	15%	51%[activator]	-29%	11%	-15
COc1cc(C2/C(=C(/O)c3ccc(OCC(C)C)cc3)C(=O)C(=O)N2CCN(C)C)ccc1O (stereo not given)	0.1	-9	0.0	-9	-12%	3%	-2%	2%	4
Cc1cc(=O)n(CC(=O)NC2CC2)c2c1c(C)nn2-c1ccccc1	0.0	3	0.1	-1	19%	8%	-10%	7%	1
CCCCN(C(=O)c1cccc(N2C(=O)c3ccccc3C2=O)c1)c1c(N)n(CCCC)c(=O)[nH]c1=O	.	.	.	.	3%	1%	-21%	13%	0
CC(=O)C1=C(O)C(=O)N(Cc2ccccc2)C1c1ccc([N+](=O)[O-])cc1 (stereo not given)	0.2	1	0.0	-19	.	.	.	.	.
O=S(=O)(Nc1ccc(Br)cc1)c1cccc2nonc12	0.0	3	-0.6	-11	-26%	-9%	-9%	-4%	4
CCCN1C(=O)/C(=C\C=C2/C=CN(CC)c3ccccc32)SC1=S	-1.6	2	-0.1	3	?	-3%	?	3%	-9
O=C(NC1CC1)C1CCN(C2CCN(C(=O)CC3=CCCCC3)CC2)CC1	.	1	1.2	.	21%[57.1 µM]	6%[57.1 µM]	-17%	3%	4
COc1ccc(C(NC(=O)C(C)C)c2ccc3cccnc3c2O)cc1 (stereo not given)	0.6	-2	0.1	-1	11%	0%	-3%	-4%	5
O=C(NCCCc1ccncc1)C1CCC(=O)N(Cc2cccc(F)c2)C1 (stereo not given)	0.5	0	0.2	-1	10%	4%	-20%	8%	-3
CCN(CC)S(=O)(=O)c1ccc(-c2cc(C(=O)OC)sc2C(F)(F)F)cc1	0.6	-12	0.4	-1	-1%[57.1 µM]	2%[57.1 µM]	3%	4%	-5
CC(Sc1nnnn1C1CC1)C(=O)N1CC(=O)Nc2ccccc21 (stereo not given)	-0.2	-7	-1.1	47*	10%	1%	-13%	-1%	1
CCC(=O)Nc1ccc(SC#N)cc1C	-0.8	0	0.3	10	65%[activator]	12%	?	5%	-5
O=C(CCCCCNC(=O)N1CCn2c1nc1ccccc12)NCc1ccccc1	-1.5	-2	-0.6	-9	8%[57.1 µM]	4%[57.1 µM]	2%	-7%	7
O=[N+]([O-])c1ccc(N2CCCC2)cc1NC(c1ccccc1)c1ccccc1	0.3	-2	0.3	30*	8%	8%[57.1 µM]	-21%	0%	-5
O=C(COC(=O)c1ccccc1NC(=O)c1ccco1)Nc1ncc(Cl)cc1Cl	-1.1	3	-0.2	-8	-4%[57.1 µM]	16%[57.1 µM]	-9%	0%	-4
CCOC(=O)c1[nH]c2ccccc2c1NC(=O)C1CCCC1	-0.6	3	0.1	-4	24%	13%	?	15%	-4
O=C(Nc1ccc(Cl)c(Cl)c1)Nc1ccon1	1.8	18	1.6	0	-7%	-3%	0%	-1%	3
CC(=O)N(Cc1ccccn1)Cc1ccco1	-0.5	13	1.0	-8	2%[57.1 µM]	5%	-14%	5%	-1
COc1ccc(CN2CCN(Cc3cccn3-c3ncccn3)CC2CCO)c(C)c1C (stereo not given)	.	-4	1.3	.	26%	-2%	-7%	3%	0
CC(C)[C@H](NC(=O)CCn1nnc2ccccc2c1=O)C(=O)O	-0.4	7	0.3	-3	4%[57.1 µM]	4%[57.1 µM]	-14%	-2%	3
O=C(c1cccc(OCc2ccccc2)c1)N1CCOCC1	0.4	-2	-1.2	1	8%	-3%	-16%	7%	5
CCn1c(Cn2nnc(-c3ccccc3)n2)nnc1SCC(=O)Nc1ccccc1	-1.0	4	-0.1	-1	4%	2%	-12%	-5%	1
CCn1c(=NC(=O)c2ccc(S(=O)(=O)N3CCOCC3)cc2)sc2cccc(OC)c21	-0.1	15	-0.1	-3	34%	69%[activator]	-9%	2%	5
CCOC(=O)c1ccc(NC(=O)Nc2ccc3c(c2)OCCO3)cc1	1.7	1	0.6	-3	9%	-2%	-15%	-2%	-7
C/C(=N/NC(=O)CNC(=O)COc1cccc(C)c1)c1ccco1	.	0	0.1	.	16%[57.1 µM]	2%[57.1 µM]	0%	0%	6
COc1ccc(NC(=O)C2CCC(C(C)(C)C)CC2)cc1S(=O)(=O)N1CCOCC1 (stereo not given)	-0.5	3	-0.3	1	-18%	-15%	-1%	1%	-3
c1ccc(-c2ccc(-c3ccncn3)cc2)cc1	.	.	.	.	31%[activator]	44%[activator]	-27%	2%	1
CCOc1ccc(NC(=O)CSc2nncc(=O)n2N)cc1	-0.6	-7	0.1	18	-1%	-3%	-6%	6%	-6
COc1ccc(C2CC(C(F)(F)F)n3ncc(C(=O)NCc4cccnc4)c3N2)cc1OC (stereo not given)	0.6	4	-1.3	10	-14%	-11%	-3%	0%	4
COc1cccc(/C=N/NC(=O)c2ccc(=O)[nH]n2)c1O	0.4	0	0.8	-5	3%	-6%	-8%	6%	-4
OC1(c2cccc(C(F)(F)F)c2)CCN(CCN2CCCCC2)CC1	-1.2	3	0.7	11	10%[57.1 µM]	2%	-21%	2%	0
COc1ccc(-c2n[nH]c(C)c2-c2cscn2)c(O)c1	-0.2	2	-0.2	-10	-11%	-10%	-4%	0%	-3
Cc1cccc(OCC(=O)OCC(=O)N2CCN(C(=O)c3ccco3)CC2)c1C	.	.	.	.	-5%	3%	-15%	-2%	-2
COCC(=O)OC/C(O)=C(\C#N)c1nc2ccccc2[nH]1	0.4	-12	0.5	-3	-15%	-5%	-7%	3%	0
O=C(N/N=C/c1cccnc1)c1ccccc1Br	.	-1	0.6	.	13%	-6%[57.1 µM]	-15%	5%	2
CC(C)Sc1ncc(Cl)c(C(=O)Nc2ccc(S(=O)(=O)N(C)c3ccccc3)cc2)n1	1.0	-7	2.0	.	18%	1%	-30%	0%	1

Profiles, quoted from the list. Values in the order: D2 agonist	TRHR enhancer	TRHR ag	D2 antagonist	TrxR1 inh	TrxR1 substrate	USP1 inh	IDH1 R132H inh	PI4K2A block
`O=C(N/N=C/c1cccnc1)c1ccccc1Br` is entered as .	-1	0.6	.	13%	-6%[57.1 µM]	-15%	5%	2
`COc1ccc(NC(=O)C2CCC(C(C)(C)C)CC2)cc1S(=O)(=O)N1CCOCC1` (stereo not given) is entered as -0.5	3	-0.3	1	-18%	-15%	-1%	1%	-3
`CC(C)Sc1ncc(Cl)c(C(=O)Nc2ccc(S(=O)(=O)N(C)c3ccccc3)cc2)n1` is entered as 1.0	-7	2.0	.	18%	1%	-30%	0%	1
`C/C(=N/NC(=O)CNC(=O)COc1cccc(C)c1)c1ccco1` is entered as .	0	0.1	.	16%[57.1 µM]	2%[57.1 µM]	0%	0%	6

Going on with the list.
SMILES	D2 agonist	TRHR enhancer	TRHR ag	D2 antagonist	TrxR1 inh	TrxR1 substrate	USP1 inh	IDH1 R132H inh	PI4K2A block
COc1ccc(NC2CCCN(C(=O)c3cccc(C(F)(F)F)c3)C2)cc1OC (stereo not given)	0.3	7	-0.9	5	-22%	-7%	-21%	4%	1
O=c1oc2ccccc2cc1-c1nc(-c2cccs2)no1	-0.3	-3	-0.3	.	9%[57.1 µM]	-1%[57.1 µM]	-8%	-7%	-1
O=C(COc1ccccc1)N(Cc1cccnc1)c1nc2ccc(F)cc2s1	1.3	-4	0.4	.	0%[57.1 µM]	-4%[57.1 µM]	-15%	13%	4
COc1cccc(N2CCN(C(=O)c3ccc(CS(=O)c4cccc(Cl)c4)o3)CC2)c1 (stereo not given)	.	-12	-0.3	.	-3%	2%	-16%	5%	-2
CC(C)CN1C(=O)C(=O)N(CC(=O)NC(C)CCc2ccccc2)C1=O (stereo not given)	1.5	-7	0.7	52*	13%	1%	-5%	-1%	-3
CCOc1ccccc1NC(=O)N1CCc2cc(S(=O)(=O)N3CCC(C)CC3)ccc21	0.7	-1	1.5	.	-2%	-4%	2%	.	-5
COC(=O)CSc1nc2sc3c(c2c(=O)n1Cc1ccccc1)CCC(C(C)(C)C)C3 (stereo not given)	0.2	8	-0.5	.	20%	8%	-6%	0%	-3
O=C(CNC(=O)c1cccs1)Nc1ccc2c(c1)OCCO2	0.3	4	0.1	1	-14%	-10%	-1%	3%	3
